# KLK7 zymogen act: activators of human kallikrein-7 zymogen | activation, % at 7 µM | 370,000 compounds, 0.9% hits | purified proKLK7, EDANS-DABCYL substrate fluorescence; 100% is mature enzyme control, 0% vehicle | AID 652039;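 active = activation above the mean of all tested compounds plus 3 SD, computed per campaign excluding outliers beyond control limits, cut at about 13% in these data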
# UHRF1 binding: human UHRF1 methylated DNA binding inhibitors. UHRF1 binding to methylated oligo, TR-FRET. inhibition, % at 4.4 µM. 370,000 compounds, 0.75% hits. AID 687016; in the data active = inhibition above about 21%;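 also: UHRF1 SRA domain binding a hemimethylated CpG hairpin DNA probe; 0% = median of test compound wells and 100% = reference inhibitor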
# PLCg1 inh: inhibitors of human phospholipase C gamma1. P19174. purified PLC-gamma1, fluorogenic substrate, fluorescence. inhibition, % at 12.2 µM. 370,000 compounds, 0.84% hits; in the data active = inhibition above about 9.5%
# PLCb3 inh: inhibitors of human phospholipase C beta3 | Q01970 | Purified PLC-beta3, fluorogenic substrate, fluorescence | inhibition, % at 12.2 µM | 370,000 compounds, 0.18% hits | AID 720704; in the data active = inhibition above about 11%;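 also: 0% = median of compound wells on plate and 100% = full blocker control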
# ASAP1 GAP inh: blocks human ASAP1-stimulated Arf1 GTP hydrolysis; Q9ULH1; GDP FP detection; inhibition, % at 16.5 µM; 360,000 compounds, 0.19% hits; in the data active = inhibition above about 25%;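 also: 0% = vehicle with enzyme and substrate and 100% = no enzyme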
# MBD2 DNA inh: MBD2-methylated oligo binding inhibition | TR-FRET, MBD2 binding to methylated oligonucleotide | inhibition, % at 4.4 µM | 370,000 compounds, 0.31% hits | AID 686964; in the data active = inhibition above about 13%
# Target sequence (Q9UBB5 whole entry, looked up): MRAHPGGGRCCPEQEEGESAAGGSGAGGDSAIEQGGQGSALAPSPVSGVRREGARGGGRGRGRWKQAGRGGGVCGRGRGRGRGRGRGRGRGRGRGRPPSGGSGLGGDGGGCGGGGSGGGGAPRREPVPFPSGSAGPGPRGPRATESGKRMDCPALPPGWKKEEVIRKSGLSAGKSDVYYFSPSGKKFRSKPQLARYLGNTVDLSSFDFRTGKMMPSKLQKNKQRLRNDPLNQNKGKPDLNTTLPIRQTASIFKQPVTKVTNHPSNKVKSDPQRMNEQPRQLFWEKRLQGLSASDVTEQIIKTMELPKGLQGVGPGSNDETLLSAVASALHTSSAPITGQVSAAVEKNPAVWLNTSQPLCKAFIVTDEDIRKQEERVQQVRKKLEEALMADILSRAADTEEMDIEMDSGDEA
# ARFGAP1 inhibitor: inhibitors of rat ARFGAP1. Q62848. Arfgap1-stimulated ARF1 GTP hydrolysis, GDP FP detection. inhibition, % at 16.5 µM. 360,000 compounds, 0.26% hits. AID 651572;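 active = inhibition above a per-plate limit, mean inhibition of low control wells plus 3 SD, cut at about 25% in these data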;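 also: 0% = DMSO wells with enzyme and 100% = wells lacking Arfgap1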
# Target sequence (Q62848 1-136 limits assumed): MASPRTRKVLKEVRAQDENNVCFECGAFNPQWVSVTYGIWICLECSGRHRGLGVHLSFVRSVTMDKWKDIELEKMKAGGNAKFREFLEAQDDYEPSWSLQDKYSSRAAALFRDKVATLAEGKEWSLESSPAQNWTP
#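 Material: rat Arfgap1 GAP domain (His6, aa 1-136), purified enzyme. Also added: human ARF1(Δ1-17)-GTP substrate. Compound dosing: 16.5 µM single point, 1.26% DMSO. Timing: enzyme reaction 120 min at 25 °C after 20 min preincubation. Signal: GDP detection by fluorescence polarization. Read-out basis: percent inhibition of GAP-stimulated GDP formation, scaled between DMSO and no-Arfgap1 medians.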
# Tn6 DDE FP: disrupts Tn6 cyclic peptide binding to fibrin D-Dimer-E complex; P02675; Fibrin DD(E) TRITC-Tn6 fluorescence polarization displacement; inhibition, % at 8.3 µM; 370,000 compounds, 0.21% hits; AID 720509;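 active = inhibition above a per-campaign cutoff: mean of compounds within control limits plus 3 SD, cut at about 15% in these data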;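 also: 0% = median of all compound wells on the plate and 100% = blocking peptide control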
# Target sequence (P02675 whole entry, looked up): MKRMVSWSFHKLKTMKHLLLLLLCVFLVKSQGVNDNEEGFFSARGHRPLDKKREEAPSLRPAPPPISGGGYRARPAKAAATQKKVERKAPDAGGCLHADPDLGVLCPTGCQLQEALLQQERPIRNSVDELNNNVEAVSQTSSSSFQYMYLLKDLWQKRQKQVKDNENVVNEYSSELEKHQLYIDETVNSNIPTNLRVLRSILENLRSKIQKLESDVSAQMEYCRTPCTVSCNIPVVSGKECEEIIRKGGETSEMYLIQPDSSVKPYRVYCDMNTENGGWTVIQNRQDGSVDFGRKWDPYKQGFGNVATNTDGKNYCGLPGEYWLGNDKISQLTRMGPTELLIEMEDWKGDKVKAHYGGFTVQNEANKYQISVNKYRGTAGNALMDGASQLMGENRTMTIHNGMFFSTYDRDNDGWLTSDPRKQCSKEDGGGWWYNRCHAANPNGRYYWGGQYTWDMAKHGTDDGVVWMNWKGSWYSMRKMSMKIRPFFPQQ
# Tn7 DDE FP: disrupts Tn7 cyclic peptide binding to fibrin D-Dimer-E complex. FP displacement of FITC-Tn7 peptide from fibrin DD(E); 0% = median of compound wells per plate. inhibition, % at 8.3 µM. 370,000 compounds, 0.13% hits;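 active = inhibition above the mean of compounds falling within the control limits plus 3 SD of them, cut at about 14% in these data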;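 also: 0% = plate median of compound wells and 100% = 10 µM Aha-Tn7 peptide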
#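 Assay system: Fibrin-DD(E) protein isolated from polymerized human fibrin clots; read-out basis: percent inhibition; medium: Tris/NaCl/CaCl2 buffer, pH 7.8; signal: FP measurement; incubation: 10 min plus 3 h, room temperature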
# ADAM17 inh: ADAM17 inhibition, QFRET primary screen | P78536 | 370,000 compounds, 0.83% hits | inhibition, % at 6.95 µM | recombinant ADAM17, EDANS/DABCYL FRET peptide cleavage;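 active = inhibition above the mean of compounds lying between control limits plus 3 SD, set per campaign, cut at about 8.5% in these data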;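 also: 0% = DMSO-only wells as the low control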
# An asterisk follows results filed as active; . = not tested or not shown.
KLK7 zymogen act,UHRF1 binding,PLCg1 inh,PLCb3 inh,ASAP1 GAP inh,MBD2 DNA inh,ARFGAP1 inhibitor,Tn6 DDE FP,Tn7 DDE FP,ADAM17 inh,canonical_smiles
0.0,-1,-2,-7,13,2,-3,1,-7,1,CCCN(CCC)S(=O)(=O)c1ccc(C(=O)Nc2ccc(S(=O)(=O)Nc3nnc(CC)s3)cc2)cc1
-0.2,2,-1,4,6,-1,3,0,2,1,CCOC(=O)C1(CCOc2ccccc2)CCN(Cc2ccc(-n3cccn3)cc2)CC1
-0.5,1,-5,-13,-4,-7,5,6,4,2,C#Cc1ccc(CN2CCC(C(=O)Nc3ccc(Oc4ccccc4)nc3)CC2)cc1
-0.2,-4,-2,-1,-4,3,-5,-6,-1,0,Fc1ccc(CSc2ccc(-c3ccc4c(c3)OCO4)nn2)cc1
0.0,4,-64,-71,0,0,12,-3,6,-1,NS(=O)(=O)c1ccc2nc(NC(=O)c3ccc(Br)o3)sc2c1
-0.1,-3,-6,-6,-9,5,-9,7,9,0,COc1ccc(C(NC(C)=O)c2cc(Cl)c3cccnc3c2O)cc1OC (stereo unspecified)
0.0,0,4,-4,-1,3,5,-8,1,1,NS(=O)(=O)c1ccc(NC(=O)Cn2nc(C(=O)O)c3ccccc3c2=O)cc1
0.2,0,1,1,10,-1,-4,3,5,-2,CCCCNC(=O)C1(O)c2ccccc2NC(=O)N1c1ccc(Cl)cc1 (stereo unspecified)
-0.4,-4,3,-3,7,-5,12,7,0,5,COc1ccc(CN(C)C(=O)COC(=O)c2cc([N+](=O)[O-])ccc2N2CCCC2)c(OC)c1OC
0.9,1,-1,-4,2,-2,5,8,3,-1,CC(C)c1ccc(CN2CCC(Oc3ccc(C(=O)N4CCCC4)cc3)CC2)cc1
-1.7,6,-1,-4,-5,-1,-1,-6,0,3,O=C(CO/N=C/c1ccc2c(c1)OCO2)Nc1cccc(Br)c1
-2.1,1,-75,-103,7,3,7,0,-7,-173,Cc1ccc2nc(C)cc(N/N=C/c3ccc(F)cc3)c2c1
-8.3,0,-5,-3,-4,2,-4,4,0,0,CCOC(=O)c1[nH]c2ccccc2c1NC(=O)c1ccc(S(=O)(=O)N2CCOCC2)cc1
0.1,5,4,5,6,-2,-7,2,6,-4,S=C(NC1CCCCC1)c1ccc2c(c1)OCO2
-2.9,0,-82,-115,-5,-1,1,1,8,-54,CN(C)c1cccc(C(=O)OCC(=O)NC(=O)NCc2ccccc2)c1
0.4,4,4,1,-16,2,-9,-7,2,6,COc1ccccc1-c1csc(C(O)c2ccc(F)c(F)c2)n1 (stereo unspecified)
0.1,-3,-20,-36,-12,4,-5,8,-4,-98,CC1(C)Cc2nc(NC3CCCCC3)c(C#N)cc2CO1
0.9,2,0,3,10,0,-9,2,2,0,Nc1nc(SCC(=O)NCCOCCO)nc2sc3c(c12)CCCC3
0.5,2,5,-7,43*,-1,14,-6,0,-1,CC(=O)C1=C(C)OC2(O)c3ccccc3C(=O)C12O (stereo unspecified)
-0.9,0,3,-10,11,-2,12,19*,-3,3,NS(=O)(=O)c1ccc(NC(=O)COC(=O)/C(=C/c2cccs2)c2cccs2)cc1
0.2,-5,2,4,3,-1,3,7,-8,1,CN(C)S(=O)(=O)N1CCN(C(=O)c2cccc(Br)c2)CC1
0.2,0,11*,-2,-7,4,-1,-4,4,12*,Cc1ccc(NC(=O)COC(=O)CC2CC3CCC2C3)cc1S(=O)(=O)N1CCOCC1 (stereo unspecified)
1.1,-1,-12,-25,-4,2,3,7,1,1,CC(NC(=O)c1cnc2ccccc2n1)c1ccccc1 (stereo unspecified)
0.3,2,0,-2,4,0,3,9,8,-2,COc1ccc(S(=O)(=O)n2nc(OCc3cccs3)cc2N)cc1
-0.4,-1,0,3,9,0,-13,3,-4,1,COc1cc(C)ccc1Oc1ccc([N+](=O)[O-])cc1
0.1,2,-1,-2,7,2,-5,-1,-6,0,CSc1nnc(C2CCN(CC(=O)Nc3ccccc3N3CCOCC3)CC2)n1C
-0.2,-3,1,-7,0,0,2,4,5,-4,O=C(NC(=S)NCc1cccnc1)c1cc(Br)ccc1Cl
-0.3,0,3,1,-11,0,5,-1,-6,-6,O=[N+]([O-])c1cc(S(=O)(=O)N2CCOCC2)ccc1NS(=O)(=O)c1ccccc1
0.3,-2,2,5,24,-1,7,3,-2,-1,CCCCCN1CC(=O)N2[C@@H](Cc3c([nH]c4ccccc34)C2(C)C)C1=O
0.2,7,0,1,3,5,4,-1,2,-1,CC(C)c1nccn1S(=O)(=O)c1cc([N+](=O)[O-])ccc1Cl
0.0,4,2,1,1,5,-5,1,2,-7,CN(C(=O)c1cccc(NC(=O)Cc2cccc(NC(=O)C3CCN(C(=O)C4CC4)CC3)c2)c1)C1CCC1
0.6,0,-3,-3,-4,1,7,0,-3,2,CCN(CC)C(=O)/C(=C\c1ccc2c(c1)OCO2)NC(=O)c1ccc(Br)cc1
0.5,3,0,0,5,-3,-6,4,4,-4,N#CCCn1cc(C(=O)Nc2ccccn2)c(-c2ccccc2)n1
-0.8,-1,-2,3,-3,0,6,-4,4,-7,CCOC(=O)c1cnn(CC2CCCCC2)c1N
0.6,3,-32,-36,-1,-5,14,0,5,-7,CC(=O)Oc1ccc(NC(=O)CCC2CCCCC2)c(C(=O)O)c1
-0.7,7,-2,-1,3,3,5,-1,-7,1,O=C(Cc1n[nH]c(=O)c2ccccc12)OCC(=O)c1ccccc1
-0.2,-4,1,-2,-5,2,3,-1,3,-2,CS(=O)(=O)N1CCN(c2ccc([N+](=O)[O-])cc2C(F)(F)F)CC1
0.2,-3,-1,-2,30*,1,57*,5,6,-2,COc1ccccc1C=NNC(=O)NN=Cc1ccccc1OC
-0.3,-1,-10,-9,4,5,9,-3,4,-3,Cc1cc(C)n(-c2nc3ccccc3nc2Nc2ccc3[nH]c(=O)[nH]c3c2)n1
0.0,-2,2,2,-6,-5,-7,3,-3,-3,Cc1ccc(S(=O)(=O)N2CCN(C(=O)COC(=O)c3cnc(C)cn3)CC2)c(C)c1

# Complete entries from above. Order of screens: KLK7 zymogen act | UHRF1 binding | PLCg1 inh | PLCb3 inh | ASAP1 GAP inh | MBD2 DNA inh | ARFGAP1 inhibitor | Tn6 DDE FP | Tn7 DDE FP | ADAM17 inh
# Cc1ccc(S(=O)(=O)N2CCN(C(=O)COC(=O)c3cnc(C)cn3)CC2)c(C)c1 is listed as 0.0 | -2 | 2 | 2 | -6 | -5 | -7 | 3 | -3 | -3
# N#CCCn1cc(C(=O)Nc2ccccn2)c(-c2ccccc2)n1 is listed as 0.5 | 3 | 0 | 0 | 5 | -3 | -6 | 4 | 4 | -4
# O=C(Cc1n[nH]c(=O)c2ccccc12)OCC(=O)c1ccccc1 is listed as -0.7 | 7 | -2 | -1 | 3 | 3 | 5 | -1 | -7 | 1
# COc1ccccc1C=NNC(=O)NN=Cc1ccccc1OC is listed as 0.2 | -3 | -1 | -2 | 30* | 1 | 57* | 5 | 6 | -2
# CCOC(=O)c1cnn(CC2CCCCC2)c1N is listed as -0.8 | -1 | -2 | 3 | -3 | 0 | 6 | -4 | 4 | -7

# Later entries.
KLK7 zymogen act,UHRF1 binding,PLCg1 inh,PLCb3 inh,ASAP1 GAP inh,MBD2 DNA inh,ARFGAP1 inhibitor,Tn6 DDE FP,Tn7 DDE FP,ADAM17 inh,canonical_smiles
-5.5,4,-234,-274,1,4,-3,5,-1,-8,O=C(C1=C(O)C(=O)N(c2ncccn2)C1c1ccc(Cl)c(Cl)c1)c1ccco1 (stereo unspecified)
0.2,7,6,-108,0,10,12,-7,-1,-11,Cc1ccc(C)c(NC(=O)C(OC(=O)c2ccc(CO)cc2)c2ccccc2)c1 (stereo unspecified)
-0.4,-1,-4,-4,0,0,5,8,-2,5,Cc1cc(C(=O)Cn2nnc(-c3ccc(Cl)cc3)n2)c(C)n1-c1ccccc1
0.1,1,6,2,3,-5,-2,-5,2,2,CC(C)c1ccc(N(CC(=O)NCCc2ccccc2)C(=O)c2csnn2)cc1
-0.7,-1,2,3,12,0,-4,1,-4,1,CCCCn1c(CN(Cc2ccccc2)Cc2ccccc2)nc2c1c(=O)n(C)c(=O)n2C
-0.1,2,1,-8,-3,1,6,-1,1,-4,COc1ccccc1N1CCN(C(=O)C2CC(=O)N(c3ccccc3)C2)CC1 (stereo unspecified)
-0.5,0,-4,0,-15,3,-1,0,-3,-2,CCCCCn1nc(C(=O)OCc2nnc(-c3ccccc3)o2)c2ccccc2c1=O
0.1,-8,3,2,-9,-5,1,4,-2,0,COc1cc(C(c2c(C)[nH][nH]c2=O)c2c(C)[nH][nH]c2=O)ccc1OS(=O)(=O)c1ccccc1
.,-3,-8,-15,.,-7,.,0,-7,-4,CC[C@H]1/C(=C/c2ccccc2)N2C(=O)C[C@H](c3ccccc3)N=C2N1C
-0.2,-1,1,0,11,-5,-10,4,-10,-5,O=c1[nH]cc(S(=O)(=O)N2CCN(c3ccc(F)cc3)CC2)c(=O)[nH]1
6.2,2,-94,-114,-18,1,4,6,0,-14,CCN1CCc2nc(N)oc2CC1
0.1,0,4,4,-8,-2,19,-2,6,5,C#CCOCCOCCOCCNc1nc(N2CCN(C(=O)CCCCCCCCCCNC(=O)[C@@H](CCSC)n3cc(CCO)nn3)CC2)nc(N2CCN(C(=O)CCCCCCCCCCNC(=O)[C@@H]([C@H](C)O)n3cc(C)nn3)CC2)n1
-0.7,5,-1,-8,-6,4,-17,-11,3,-2,CCOc1ccc(NC(=O)CCc2c(C)nn(-c3ccc(N4CCCCC4)nn3)c2C)cc1
1.1,3,-1,-4,-9,3,11,-2,2,-5,Cc1ccc(NC(=O)CSc2nc3ccccc3c3nc4ccccc4n23)cc1
1.1,18,-1,-4,-13,5,-3,0,5,-4,Cc1[nH]n(-c2ccc([N+](=O)[O-])cc2)c(=O)c1C=NCCN1CCN(C(=O)c2ccc(Br)cc2)CC1
-0.2,0,3,-3,-5,4,1,-3,-1,-1,COc1ccc(-c2nnn(CC(=O)NC3CCCc4ccccc43)n2)cc1OC (stereo unspecified)
0.4,-1,1,1,-3,2,6,-2,-4,0,Nc1cc(OC(=O)c2cccs2)nn1S(=O)(=O)c1ccc(F)cc1
-0.5,12,-3,1,-4,0,2,5,10,0,COc1ccc(-n2nnnc2SCC(=O)NCCc2ccccc2)cc1OC
4.1,8,-58,-85,11,-4,5,4,-4,-161,Cc1nc2ccc(C(=O)O)cc2c2c1CC(C)S2 (stereo unspecified)
-0.2,0,-1,-2,9,-1,-1,-2,-9,3,CCOC(=O)N1CCN(CC(O)COc2ccc(C)cc2C(C)(C)C)CC1 (stereo unspecified)
0.0,1,1,3,-7,-4,0,3,3,1,CN(c1ccccc1)S(=O)(=O)c1ccc(Cl)c(C(=O)Nc2nn[nH]n2)c1
-0.5,1,2,3,6,8,4,-7,1,2,CCCCCC(=O)N[C@@H](c1ccccc1)[C@@H](O)C(=O)O[C@H]1C[C@@]2(O)[C@@H](OC(=O)c3ccccc3)C3[C@](C)(C(=O)[C@H](OC(C)=O)C(=C1C)C2(C)C)[C@@H](O)C[C@H]1OC[C@@]31OC(C)=O (stereo partly specified)
0.4,-4,3,2,17,4,-5,0,7,1,COc1cc(/C=N/NC(=O)CNC(=O)c2ccccc2)ccc1OC(=O)c1cccs1

# Assay outcomes (PubChem BioAssay)
